High-throughput results: PubChem, several laboratories
ABCB6 inh 2 = inhibitors of human ABC transporter ABCB6; K562-ABCB6 porphyrin accumulation, flow cytometry, 1 h; active compounds read low; fluorescence ratio to DMSO, % at 10 µM; 360,000 tested, 0.19% active; AID 602162;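 active means fluorescence ratio to DMSO below 75%, the collection mean minus 3 SD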;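 further: signal is porphyrin accumulated inside mitochondria; 100% equals median channel fluorescence of DMSO control wells; lower ratio means ABCB6 inhibition with less porphyrin fluorescence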
Target sequence (Q9NP58 whole entry, looked up): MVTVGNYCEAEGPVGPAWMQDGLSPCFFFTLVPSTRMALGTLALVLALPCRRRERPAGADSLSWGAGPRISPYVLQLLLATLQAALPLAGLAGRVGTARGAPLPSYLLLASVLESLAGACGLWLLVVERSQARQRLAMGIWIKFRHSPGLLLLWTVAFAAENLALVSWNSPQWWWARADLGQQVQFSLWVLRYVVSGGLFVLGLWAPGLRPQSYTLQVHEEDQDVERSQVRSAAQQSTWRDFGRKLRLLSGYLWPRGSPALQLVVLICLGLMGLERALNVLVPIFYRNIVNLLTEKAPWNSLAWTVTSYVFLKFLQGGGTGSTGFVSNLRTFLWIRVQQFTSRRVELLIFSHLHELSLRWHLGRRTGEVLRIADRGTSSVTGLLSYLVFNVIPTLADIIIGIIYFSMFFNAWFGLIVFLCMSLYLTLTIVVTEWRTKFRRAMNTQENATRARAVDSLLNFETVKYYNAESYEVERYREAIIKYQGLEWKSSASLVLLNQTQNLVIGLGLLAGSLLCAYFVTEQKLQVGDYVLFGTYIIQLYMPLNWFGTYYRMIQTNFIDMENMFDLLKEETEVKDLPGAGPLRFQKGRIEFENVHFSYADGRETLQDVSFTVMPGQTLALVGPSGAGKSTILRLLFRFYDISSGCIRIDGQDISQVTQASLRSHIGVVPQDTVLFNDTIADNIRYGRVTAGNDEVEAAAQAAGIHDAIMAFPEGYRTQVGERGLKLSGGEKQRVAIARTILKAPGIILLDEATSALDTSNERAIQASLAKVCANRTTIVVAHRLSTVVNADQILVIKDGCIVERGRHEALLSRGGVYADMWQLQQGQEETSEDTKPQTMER
MC4R barr agon = agonists of human melanocortin 4 receptor (MC4R) beta-arrestin. 360,000 tested, 0.98% active. AID 540308. activation, % at 8.9 µM. U2OS MC4R beta-arrestin complementation, luminescence; percent of melanotan II response, DMSO zero. P32245;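 active means activation above a per-plate cutoff, the mean activation of sample wells on that plate plus 3 SD, cut at about 8% in these data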
ABHD5-PLIN5 inh = ABHD5-PLIN5 protein interaction inhibition. Split G. princeps luciferase complementation, luminescence, 4 h. inhibition, % at 4 µM. 360,000 tested, 0.78% active. AID 602281;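 active means inhibition above the mean inhibition across every tested compound plus 3 SD, cut at about 22% in these data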;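 further: 0% = DMSO only wells and the 100% control is not disclosed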
aDG glyco up = alpha-DG glycosylation activation; Pro5-aDG cells, alpha-DG glycosylation AlphaScreen (IIH6); 0% Pro5, 100% B10-LARGE cell signal; 360,000 tested, 0.22% active; activation, % at 10 µM;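 active means activation of at least 8% versus controls, or a plate z-score of at least 8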;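 further: Pro5 are CHO cells carrying HIG-tagged alpha-DG that lacks glycosylation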
iPSC survival up = hiPSC single-cell survival enhancement | 360,000 tested, 0.044% active | AID 602274 | survival enhancement, % at 20 µM | ATPlite luminescence; 100% = ROCK inhibitor wells, 0% = DMSO; in the data active means survival enhancement above about 18%;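 further: cells exposed to compounds for 16 hours before the ATP read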
Exocytosis inh = lytic granule exocytosis inhibition | TALL-104 LAMP-1 surface exposure, flow cytometry; cells stimulated with thapsigargin and PMA | inhibition, % at 10 µM | 360,000 tested, 0.66% active | AID 651702;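 active means inhibition above about 55%, limit read from the data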
Cardio protect = protects H9c2 cardiomyocytes from peroxide injury. 360,000 tested, 0.63% active. protection from H2O2 cell death, % at 20 µM. H2O2 injury protection, ATPLite, 2 h. AID 588492;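 active means compounds giving at least 50% protection of heart cells from peroxide-induced death in the single-dose screen, raw or plate-pattern-corrected value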;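 further: 0% = DMSO wells with peroxide and 100% = DMSO wells without peroxide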
m5-HT2A agonist = agonists of mouse serotonin 5-HT2A receptor (HTR2A); P35363; CHO-K1 mHTR2A beta-arrestin complementation, luminescence; percent of 30 µM serotonin response; activation, % at 7.6 µM; 360,000 tested, 0.66% active; AID 624169;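 active means activation above a run cutoff, the mean activation of all tested compounds plus 3 SD, cut at about 14% in these data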;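 further: 0% = plate median of compound wells and 100% = 30 µM serotonin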
MC4R antag cAMP = blocks human MC4R cAMP signaling; MC4R-expressing cells, MTII-stimulated cAMP, LANCE TR-FRET; AID 540295; inhibition, % at 6.5 µM; P32245; 360,000 tested, 0.48% active;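 active means inhibition above its plate's cutoff, the mean of tested wells on that plate plus 3 SD, cut at about 29% in these data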;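 further: 0% = Melanotan II alone and 100% = Melanotan II plus saturating MCL0020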
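Material – human MC4R-expressing U2OS cells · Repeats – no replicates · Detection – TR-FRET with Eu-cAMP and labeled anti-cAMP, 671 nm · Times – compound 30 min, challenge 1 h, detection 1 h · Compound – single nominal compound dose of 6.5 µM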
N-glyco inh = N-linked glycosylation inhibition | D54 ERlucT glycosylation luciferase reporter, 24 h; percent of 100 nM tunicamycin response | reporter increase, % at 12.5 µM | 360,000 tested, 0.23% active | AID 588692;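 active means mean luciferase reporter signal, scaled so untreated is 0 and the glycosylation-blocking control 100, at or above a set limit in every replicate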;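 further: luciferase carries N-glycosylation sites so blocking glycosylation raises the light; 0% = median of neutral control wells and 100% = median of 100 nM tunicamycin wells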
Active calls of the source: *.

1) CSc1ncc(Cl)c(C(=O)Nc2ccc(C)c(C)c2)n1
2) CCOC(=O)Nc1cc(C)c(Cl)cc1OC
3) O=C1C=C(c2ccc3[nH]ccc3c2)C[C@@H](c2ccc(Cl)cc2)C1
4) CC(C)C[C@H]1CNC(=S)N1CC1CCCN1C[C@H](Cc1ccccc1)N1C[C@H](Cc2ccc(O)cc2)N(CC2CCCCCC2)C1=S (stereo partly specified)
5) COc1cc(OC)c2c(-c3ccccc3)cc(=O)oc2c1C(CCN1CCOCC1)c1ccc(N(C)C)cc1 (stereo unspecified)
6) Cc1nn(CC2CC2)c(=O)n1-c1cccc(Cl)c1
7) CCCN(CC(=O)Nc1ccccc1C)C(=O)COC(=O)c1cnc(C)cn1
8) Cn1c(=O)c2cc(NC(=O)Cc3ccccc3F)ccc2n1-c1ccc(C(C)(C)C)cc1

compound no.	1	2	3	4	5	6	7	8
ABCB6 inh 2	98	103	98	93	101	116	95	107
MC4R barr agon	-1.6	-2.5	-1.4	-1.7	1.0	-3.3	-2.5	-0.3
ABHD5-PLIN5 inh	0	-5	-8	-13	8	0	0	-5
aDG glyco up	0.0	-0.2	0.3	1.2	-0.7	0.4	0.3	0.3
iPSC survival up	-0.7	0.1	-1.9	-2.4	-2.9	-0.4	0.0	-3.8
Exocytosis inh	-4	1	30	15	15	1	-6	10
Cardio protect	4	-12	-3	-24	1	3	-4	-12
m5-HT2A agonist	-6	-1	-6	-1	-8	20*	-3	-2
MC4R antag cAMP	-5	-2	10	11	7	6	15	6
N-glyco inh	-2	-1	9	-10	-9	1	0	1

9) COc1ccc(C(=O)NCc2nnc(SCC(=O)NC3=NCCS3)n2C)cc1
10) Cc1ccc(CNC(=O)CN(C(=O)C2(C)CC(=O)N=C3C=CC=CN32)c2ccccc2F)cc1 (stereo unspecified)
11) COc1ccc(NC(=O)c2cnc(SCC(=O)NCCc3ccccc3)n(C)c2=O)cc1
12) NC(=O)CC(NC(=O)Cc1cccc2ccccc12)c1ccc(N2CCN(c3ccc(F)cc3)CC2)c([N+](=O)[O-])c1 (stereo unspecified)
13) FC(F)(F)c1cccc(NC(=S)N(CCCN2CCCC2)Cc2cccn2Cc2ccc(Cl)cc2)c1
14) CCOC(=O)c1ccc(-n2ccnc2)c(NC(=O)c2ccc(Cl)cc2)c1
15) COc1ccc(NC(=O)CCNS(=O)(=O)c2ccc3c(c2)CC(C)N3C(=O)C2CC2)cc1 (stereo unspecified)
16) Cc1ccccc1C(=O)NC1CCN(CC(=O)N2CCCCC2C)CC1 (stereo unspecified)

compound no.	9	10	11	12	13	14	15	16
ABCB6 inh 2	102	99	99	94	91	100	100	105
MC4R barr agon	-0.7	0.2	-3.5	-0.1	1.9	-1.1	-4.5	0.3
ABHD5-PLIN5 inh	-12	2	-8	-5	42*	8	-4	6
aDG glyco up	0.1	-0.3	0.5	-0.4	-0.5	2.6	-0.3	0.0
iPSC survival up	0.1	0.0	0.8	1.0	-0.7	-0.8	0.6	0.6
Exocytosis inh	-10	-7	12	-4	68*	19	2	10
Cardio protect	-6	6	-17	-3	-18	-1	-1	-2
m5-HT2A agonist	3	0	-8	-3	-9	-2	-5	-1
MC4R antag cAMP	9	1	2	14	16	6	8	3
N-glyco inh	1	2	3	-2	-5	-3	0	2

17) Cc1ccc(C2NC(=S)NC3=C2N2CCC3CC2)cc1 (stereo unspecified)
18) CCN1/C(=C2\C(=O)N(C)C(=S)N2C)C=Cc2cc(OC)ccc21
19) COc1cc2cc(C)nc(Cc3cccc4ccccc34)c2cc1OC
20) N#Cc1c(Nc2ccccc2)sc(C(=O)c2ccc(F)cc2)c1N
21) CCOc1ccc2[nH]cc(C(=O)NCc3ccccc3)c(=O)c2c1
22) CCOC(=O)c1ccc(NC(=S)NCCC2=CCCCC2)cc1
23) O=C(c1cccc(S(=O)(=O)Nc2ccccc2Cl)c1)N1CCN(c2ccccc2O)CC1
24) O=C(O)CC1SC(=O)N(CC(=O)c2ccccc2)C1=O (stereo unspecified)

compound no.	17	18	19	20	21	22	23	24
ABCB6 inh 2	102	102	102	93	93	99	96	99
MC4R barr agon	-0.4	-2.5	1.2	4.2	-1.4	-0.6	-2.9	-1.0
ABHD5-PLIN5 inh	1	-6	7	-4	-6	-11	-13	1
aDG glyco up	-0.3	-0.5	0.0	-0.1	1.5	0.8	0.2	0.2
iPSC survival up	-2.1	0.0	0.7	-2.1	-0.5	-0.5	-0.3	0.5
Exocytosis inh	5	-1	4	6	2	-2	0	0
Cardio protect	9	-2	6	-19	-2	-8	1	0
m5-HT2A agonist	0	0	2	-4	-1	-2	1	-6
MC4R antag cAMP	0	-20	-8	20	1	7	5	2
N-glyco inh	-1	-9	-1	2	0	0	0	1

25) COc1cccc(C(C(=O)NC2CCCC2)N(Cc2ccccc2OC)C(=O)c2ccco2)c1 (stereo unspecified)
26) CCC1CCc2sc(C(=O)NCC(c3ccccc3OC)N3CCCC3)cc2C1 (stereo unspecified)
27) O=C(c1cc(-c2ccccc2Cl)nc2ccccc12)N1CCN(c2ccccc2O)CC1
28) CC1CCCN(CCCNC(=O)c2ccc(CS(=O)(=O)c3c(Cl)cccc3Cl)o2)C1 (stereo unspecified)
29) Cc1cccc(OCCn2nc(C(=O)O)c3ccccc3c2=O)c1
30) COc1ccc(Cl)cc1C(=O)OCC(=O)Nc1sccc1C(N)=O
31) O=C(O)Cn1nc2c3c(cccc3c1=O)-c1ccccc1-2
32) Cc1ccc(C(=O)N2CCN(S(=O)(=O)N3CCOCC3)CC2)cc1

compound no.	25	26	27	28	29	30	31	32
ABCB6 inh 2	103	100	97	98	92	97	98	101
MC4R barr agon	-0.5	3.7	-4.2	-2.4	-1.7	1.6	-0.5	-0.6
ABHD5-PLIN5 inh	7	13	4	-2	-6	-18	6	7
aDG glyco up	0.0	0.9	-0.3	0.1	0.1	-0.3	0.0	-0.2
iPSC survival up	3.2	-0.5	-0.4	-0.6	0.8	-1.0	-0.6	-0.4
Exocytosis inh	6	-1	-4	14	0	-2	-8	-1
Cardio protect	1	-2	21	3	73*	22	0	-4
m5-HT2A agonist	0	-14	-7	2	-5	0	4	3
MC4R antag cAMP	8	1	0	1	-5	2	3	-2
N-glyco inh	-2	-6	-1	-4	3	0	3	1

33) O=C(/C=C/c1ccccc1)N1CCN(c2ccc([N+](=O)[O-])c(N3CCOCC3)c2)CC1
34) C/C=C(\C)C(=O)NCCN1C2=NC[C@@H](C)N2C[C@H]1Cc1ccc(O)cc1
35) CCCn1c(N)c(N(CCOC)C(=O)CSc2cc(C)c3cccc(C)c3n2)c(=O)[nH]c1=O
36) O=C(O)c1cccc(NS(=O)(=O)/C=C/c2ccccc2)c1
37) COc1ccc(-c2nnc(SCC(=O)Nc3sc4c(c3C#N)CCC4)n2CC2CCCO2)cc1 (stereo unspecified)
38) Cc1ccc(Nc2nc(-c3cccnc3)cs2)cc1Cl
39) Cc1nc(NC(=O)COc2ccccc2)sc1C(=O)Nc1cccc(Cl)c1
40) COC(c1ccc(Cl)cc1)(c1ccc(Cl)cc1)C(Oc1nc(C)cc(C)n1)C(=O)O (stereo unspecified)

compound no.	33	34	35	36	37	38	39	40
ABCB6 inh 2	91	100	104	101	93	96	87	95
MC4R barr agon	-2.5	-1.3	-1.3	-3.3	-0.4	0.2	4.9	-2.3
ABHD5-PLIN5 inh	9	11	-2	-3	-1	2	-7	3
aDG glyco up	0.4	0.1	-0.2	0.1	0.3	0.4	0.3	0.1
iPSC survival up	1.3	2.7	0.5	1.8	7.5	-0.5	-3.8	-0.3
Exocytosis inh	-1	10	-4	-2	0	9	0	9
Cardio protect	13	-3	2	1	-12	-9	3	8
m5-HT2A agonist	-5	4	-4	2	-2	-3	-3	2
MC4R antag cAMP	4	6	3	10	-1	11	5	2
N-glyco inh	0	1	1	2	-1	2	-1	-3

41) Cc1ccc(C(=O)Nc2nnc(-c3ccco3)o2)cc1C
42) S=C(NCCN1CCOCC1)Nc1ccc(-c2nc3ccccc3[nH]2)cc1
43) CCN(CC(=O)Nc1ccccc1OC)C(=O)CSCC(=O)Nc1cccc(C)c1
44) CC(Sc1nccn1C)C(=O)c1c(N)n(C)c(=O)n(C)c1=O (stereo unspecified)
45) Cc1ccc(C(=O)C(OC(=O)c2cnccn2)c2ccccc2)cc1C (stereo unspecified)
46) O=C(Nc1ccc(F)cc1)C(=O)c1c(O)[nH]c2ccc([N+](=O)[O-])cc12
47) COc1ccc(N=C(N)SCc2ccccn2)cc1
48) O=C(Nc1c[nH]c(=O)[nH]c1=O)c1cc([N+](=O)[O-])cc([N+](=O)[O-])c1

compound no.	41	42	43	44	45	46	47	48
ABCB6 inh 2	98	98	103	103	99	92	100	98
MC4R barr agon	-3.2	-1.7	-4.5	-2.6	-2.0	-0.2	-0.6	-2.5
ABHD5-PLIN5 inh	-7	2	-3	0	-1	1	0	4
aDG glyco up	0.1	0.7	-0.2	0.4	-0.1	-0.1	0.5	0.1
iPSC survival up	-2.3	1.1	-0.3	-0.5	4.3	-0.4	1.7	-0.9
Exocytosis inh	2	0	10	9	-2	6	-1	7
Cardio protect	20	-30	-1	10	2	1	-3	0
m5-HT2A agonist	1	-3	-1	-2	-2	6	-1	-3
MC4R antag cAMP	3	7	15	-4	2	-5	0	1
N-glyco inh	-2	-3	1	1	-2	3	2	2

Full records, quoted from the list. Order of values: ABCB6 inh 2	MC4R barr agon	ABHD5-PLIN5 inh	aDG glyco up	iPSC survival up	Exocytosis inh	Cardio protect	m5-HT2A agonist	MC4R antag cAMP	N-glyco inh
COC(c1ccc(Cl)cc1)(c1ccc(Cl)cc1)C(Oc1nc(C)cc(C)n1)C(=O)O (stereo unspecified) reads 95	-2.3	3	0.1	-0.3	9	8	2	2	-3
O=C(/C=C/c1ccccc1)N1CCN(c2ccc([N+](=O)[O-])c(N3CCOCC3)c2)CC1 reads 91	-2.5	9	0.4	1.3	-1	13	-5	4	0
Cc1nc(NC(=O)COc2ccccc2)sc1C(=O)Nc1cccc(Cl)c1 reads 87	4.9	-7	0.3	-3.8	0	3	-3	5	-1

(more compounds)
49) COC(=O)[C@H](Cc1ccccc1)NC(=O)N1CCN(c2ccc(F)cc2)CC1
50) CCC/C=C1/CCCOC(C(=O)NCc2ccc(S(C)(=O)=O)cc2)(C(F)(F)F)C1 (stereo unspecified)
51) CC(C)NC(=O)Nc1cccs1
52) COC(C/C=C\[C@@H](O)COCc1ccccc1)OC
53) O=C(CNS(=O)(=O)c1ccc(Br)cc1)NC1CCCC1
54) Cc1c(-c2nc(-c3ccc(C(F)(F)F)cc3)no2)n(C)oc1=O
55) O=C(Nc1ccc(C(=O)O)cc1)/C(=C\c1ccco1)NC(=O)c1ccc(Br)o1

compound no.	49	50	51	52	53	54	55
ABCB6 inh 2	99	99	117	95	103	95	95
MC4R barr agon	-0.1	-0.6	-2.5	0.6	-0.9	1.3	-1.1
ABHD5-PLIN5 inh	-8	4	-3	-8	6	-4	7
aDG glyco up	0.1	0.3	0.0	0.0	-0.5	-0.2	0.1
iPSC survival up	-0.8	0.8	-2.7	1.6	-0.5	-0.6	0.5
Exocytosis inh	4	3	11	-1	-7	2	0
Cardio protect	-4	-5	7	-1	2	-2	-1
m5-HT2A agonist	1	-4	0	2	-1	-3	3
MC4R antag cAMP	27	8	5	3	14	7	12
N-glyco inh	3	2	1	2	4	-9	3
